# Source: PubChem BioAssay (National Center for Advancing Translational Sciences (NCATS))
# PKM2 activator: qHTS Assay for Activators of Human Muscle isoform 2 Pyruvate Kinase; Pyruvate kinase PKM (Homo sapiens), P14618; purified PKM2, Kinase-Glo ATP luminescence, activation; response scale: 0% is enzyme alone, no compound; Potency, µM (highest dose often 57.5 µM), for inactives: at the top dose activation, most hits filed as activators; actives 0.34% (n = 260,000); AID 1631, 2009; also: potency is read from the fitted curve at half-maximal effect; % is scaled to controls: 0 for no effect and ±100 for the full control effect; nearly all actives have a fitted effect of over 55% in size
# Target sequence (P14618 whole entry, looked up, canonical isoform): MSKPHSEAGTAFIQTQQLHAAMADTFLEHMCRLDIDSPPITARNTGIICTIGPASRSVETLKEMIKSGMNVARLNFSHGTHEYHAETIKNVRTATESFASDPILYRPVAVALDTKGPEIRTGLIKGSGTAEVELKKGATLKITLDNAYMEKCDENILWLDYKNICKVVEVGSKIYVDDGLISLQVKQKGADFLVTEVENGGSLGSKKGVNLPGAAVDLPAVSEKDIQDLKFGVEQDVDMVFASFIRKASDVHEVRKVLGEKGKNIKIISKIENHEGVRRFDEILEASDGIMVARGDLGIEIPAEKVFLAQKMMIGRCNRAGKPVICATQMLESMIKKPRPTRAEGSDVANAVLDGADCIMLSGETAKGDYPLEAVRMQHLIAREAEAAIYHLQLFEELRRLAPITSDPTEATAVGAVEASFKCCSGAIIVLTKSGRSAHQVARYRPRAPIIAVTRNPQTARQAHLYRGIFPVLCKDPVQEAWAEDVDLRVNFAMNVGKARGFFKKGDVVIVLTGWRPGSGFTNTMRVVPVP
#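 Kinase-Glo luminescence reports ATP generated from ADP (0.1 mM) and PEP (0.5 mM) by purified hPK-M2 after 1 h at room temperature, pH 7.2 imidazole buffer; intermediate enzyme activity allows detecting inhibitors and activators.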
# ELG1 genotox: qHTS screen for small molecules that induce genotoxicity in human embryonic kidney (HEK293T) cells expressing luciferase-tagged ELG1; actives 1.3% (n = 330,000); HEK293T ELG1-luciferase reporter, luminescence, 16 h; Potency, µM (doses to about 46 µM), inactives show at the top dose activity change, positive = activation, hits mostly activators; also: potency is read from the fitted curve at half-maximal effect; % of control where 0% means no effect; nearly all actives have a fitted effect of over 60% in size
#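 ELG1-luciferase HEK293T cells, 2,000/well; compound pinned in; 16 hr, 37 °C, 5% CO2; ONE-Glo, 30 min RT; luminescence on CCD imager.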
# Gal4-VP16 FLuc: VP16 counterscreen qHTS for inhibitors of ROR gamma transcriptional activity; actives 3.5% (n = 310,000); AID 2546, 2010; Drosophila S2 Gal4-VP16 UAS-luciferase, luminescence, 20 h; Potency, µM (series often up to 53.6 µM), without a hit: at the top dose activity, negative = inhibition, hits mostly inhibitors;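 also: Gal4-VP16 expression switched on by copper sulfate through the metallothionein promoter; potency is read from the fitted curve at half-maximal effect; % is scaled to controls: 0 for no effect and ±100 for the full control effect; nearly all actives have a fitted effect of over 50% in size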
# p53 reactivation: qHTS assay for re-activators of p53 using a Luc reporter; H1299 p53-A138V BP100-luciferase reporter, luminescence, 24 h; Potency, µM (top dose mostly 92.2 µM), inactives show top-dose activity change, positive = activation, usual class: activators; actives 0.063% (n = 320,000); also: potency is read from the fitted curve at half-maximal effect; % of control where 0% means no effect; nearly all actives have a fitted effect of over 45% in size
#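 H1299 (p53-null), stable ts p53-A138V + BP100-Luc; 1000 cells/well, Opti-MEM/10% FBS; cpd 4 pt, 1:5; 24 h, 37 deg C, 5% CO2; detection reagent 10 min RT; luminescence.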
# Menin-MLL TR inh: qHTS Assay for Inhibitors Targeting the Menin-MLL Interaction in MLL Related Leukemias: Competition With Texas Red Labeled MLL-derived Mutant Peptide | Menin + Texas Red MLL mutant peptide, fluorescence polarization | Potency, µM (top dose mostly 61.6 µM), without a hit: at the highest dose FP activity change, negative = inhibition, most hits filed as inhibitors | actives 0.23% (n = 270,000) | AID 1768, 2009; active = well fitted inhibition curve with a large enough effect in the polarisation, with a control signal flat, not every such curve was filed as active; inconclusive = small, poorly fitted or top-dose-only effect, or effect the other way, or a change in a side signal; inactive = no such curve, though single readings can be large or run the other way; the % refers to the polarisation; also: potency is read from the fitted curve at half-maximal effect; % of control where 0% means no effect; many of its hits are not listed in these tables
# Rab9 promoter act: qHTS Assay for Rab9 Promoter Activators | Potency, µM (titrated, usually from 9.22 µM), for inactives: at the highest dose activation, negative = inhibition, actives largely listed as activators | Huh7 Rab9 promoter-luciferase reporter, luminescence, 24 h | actives 2.8% (n = 320,000) | AID 485297, 2010; also: potency is read from the fitted curve at half-maximal effect; % of control where 0% means no effect; nearly all actives have a fitted effect of over 60% in size
#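 Huh7 cells stably carrying a Rab9 promoter-luciferase reporter, 1500 cells per well in OP-MEM I with 10% FBS, treated with compound 24 hours at 37C. Luciferase activity read by luminescence after 10 minutes with Amplite reagent.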
# NPC1 promoter act: qHTS Assay for NPC1 Promoter Activators. actives 2.4% (n = 320,000). Potency, µM (highest dose often 9.22 µM), without a hit: at the highest dose activation, usual class: activators. Huh7 NPC1 promoter luciferase reporter, 24 h;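 also: potency is read from the fitted curve at half-maximal effect; % of control where 0% means no effect; nearly all actives have a fitted effect of over 60% in size; reporter is driven by a mutant NPC1 promoter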
#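 Stably transfected Huh7 (NPC1 promoter→luciferase), 1500 cells/well in Opti-MEM + 10% FBS, 2 h settle, then compound 24 h at 37 °C. Luminescence after 10 min with Amplite reagent.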
# RORg inh: qHTS for inhibitors of ROR gamma transcriptional activity | Nuclear receptor ROR-gamma (Mus musculus), P51450 | Potency, µM (titrated, usually from 53.6 µM), for the others: at the highest dose activity change, negative = inhibition, most hits filed as inhibitors | Drosophila S2 Gal4-RORgamma UAS-luciferase reporter, 20 h | actives 5.4% (n = 310,000); also: potency is read from the fitted curve at half-maximal effect; % is scaled to controls: 0 for no effect and ±100 for the full control effect; nearly all actives have a fitted effect of over 60% in size
# Target sequence (P51450 whole entry, looked up, the tested form may be a part): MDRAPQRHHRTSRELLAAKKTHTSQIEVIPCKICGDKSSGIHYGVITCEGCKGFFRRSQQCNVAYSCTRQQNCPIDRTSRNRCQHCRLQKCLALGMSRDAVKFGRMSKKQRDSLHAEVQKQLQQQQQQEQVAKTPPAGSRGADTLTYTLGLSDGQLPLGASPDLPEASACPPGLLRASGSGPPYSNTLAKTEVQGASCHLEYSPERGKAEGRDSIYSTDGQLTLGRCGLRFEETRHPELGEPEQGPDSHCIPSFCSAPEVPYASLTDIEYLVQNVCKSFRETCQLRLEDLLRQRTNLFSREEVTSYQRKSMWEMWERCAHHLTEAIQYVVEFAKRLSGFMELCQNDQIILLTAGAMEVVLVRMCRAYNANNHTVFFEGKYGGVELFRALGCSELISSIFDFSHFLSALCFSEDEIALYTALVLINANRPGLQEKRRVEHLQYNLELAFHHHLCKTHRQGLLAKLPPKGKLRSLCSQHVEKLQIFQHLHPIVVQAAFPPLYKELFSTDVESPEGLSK
#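 A Gal4/UAS one-hybrid system in insect cells: metallothionein-promoter Gal4–ROR gamma fusion plus Photinus luciferase reporter. Copper sulfate 700 uM final, 20 hr ambient incubation, luminescent detection after 10 min with reagent.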
# BRCA1 expr up: qHTS Assay to Identify Small Molecule Activators of BRCA1 Expression; MCF7-BRCA1-FFLuc reporter, luminescence, 48 h; response scale: scaled: vehicle 0%, 10 µM genistein 100%; actives 1.1% (n = 380,000); Potency, µM (highest dose often 46.1 µM), without a hit: at the top dose activation, usual class: activators; also: potency is read from the fitted curve at half-maximal effect; nearly all actives have a fitted effect of over 80% in size; some results filed as inactive show a strong effect at the top dose
#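 Quantitative HTS in MCF7 cells stably reporting BRCA1 expression via firefly luciferase. Compound treatment lasts 48 h at 37 °C in phenol-red free MEM. Activation is expressed relative to genistein at 10 microM and DMSO.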
# FLuc counter: qHTS profiling assay for firefly luciferase inhibitor/activator using purifed enzyme and Km concentrations of substrates (counterscreen for miR-21 project). Luciferin 4-monooxygenase (Photinus pyralis), P08659. purified FLuc, Km substrates, luminescence inhibition. Potency, µM (series often up to 57.5 µM), for the others: at the top dose activity change, negative = inhibition, usual class: inhibitors. actives 6.9% (n = 360,000). AID 588342, 2011;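 also: potency is read from the fitted curve at half-maximal effect; plate controls were vehicle for no effect and reference inhibitor for full effect; nearly all actives have a fitted effect of over 55% in size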
#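 Purified P. pyralis luciferase (10nM final) with 10uM D-luciferin and 10uM ATP (Km levels) in 50mM Tris acetate pH 7.5, 10mM Mg acetate, 0.01% Tween-20, 0.05% BSA; qHTS 6-point titration, ~60 µM downward; luminescence read.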
# Giardia kill: Small Molecules that selectively kill Giardia lamblia: qHTS; activity change, % at 7.66 µM, hits read low; actives 0.15% (n = 340,000); AID 540267, 2011; Giardia lamblia trophozoite viability; in the data active = activity change below about -80%; inconclusive = between about -30% and that limit;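 also: parasites exposed to compound for two days anaerobically before the ATP read; % is scaled to controls: 0 for no effect and ±100 for the full control effect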
#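 Trophozoites 100 cells/well + cpd; 48 hrs, 37 deg C, anaerobic. ATPLite 1-Step added, 15-30 min RT, luminescence read (ATP-based viability).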
# Numbers without * were called inactive; ? = inconclusive; / = not tested or not shown; [ ] = dose if it differs, or a comment. Unless noted, calls follow the shape of the dose curve; as a rule, active = well fitted curve in the direction sought with a large enough effect; inconclusive = small, poorly fitted or top-dose-only effect, or another doubt; inactive = no such curve, though single readings can be large; an effect the other way counts as inactive or inconclusive.
# Every second line gives: PKM2 activator	ELG1 genotox	Gal4-VP16 FLuc	p53 reactivation	Menin-MLL TR inh	Rab9 promoter act	NPC1 promoter act	RORg inh	BRCA1 expr up	FLuc counter	Giardia kill
- C=CCn1c(=O)c2ccccc2n2c(SCC(=O)N3CCCc4ccccc43)nnc12
    0%	-7%	0%	-4%	-17%	-5%	-1%	-7%	-2%	6%	-10
- COc1ccc(NC(=O)c2ccc(-c3ccc([N+](=O)[O-])cc3)o2)cc1OC
    5%	-9%	-3%	-3%	?	-9%	-2%	32%	-27%	?	-1
- CC(C)CC(=O)Nc1ccccc1N1CCN(C(=O)c2ccccc2)CC1
    21%	-2%	5%	3%	?	-5%	-2%	-21%	-18%	-3%	6
- c1ccn2c(SCc3cn4ccsc4n3)nnc2c1
    -2%	?	1%	1%	-16%	2.5µM*	?	?	5µM*	17µM*	-5
- O=C(Cc1ccccc1)Nc1ccc(C(=O)Nc2ccc(O)cc2)cc1
    1%	-5%	0%	-1%	?	3%	-5%	-22%	-4%	3%	12
- CC(=O)Nc1ccc2c(c1)C(=O)N(C1CCCCC1)C2=O
    1%	3%	4%	10%	-1%	2%	1%	6%	-11%	-2%	16
- CCc1cc(C(c2ccc(F)cc2)N2CCOCC2)c(NC(=O)c2ccccc2)s1 (centres undefined)
    1%	2%	-10%	13%	11%	10%	1%	15%	-26%	1%	-4
- Cc1cc(C)nc(NN=C2CCCC2)n1
    5%	-3%	?	-2%	-3%	-2%	-1%	?	-9%	0%	-6
- CC(C)Cc1cc(C(=O)N2CCCC(C(=O)c3cc(F)ccc3F)C2)n(C)n1 (centres undefined)
    /	-3%	8%	4%	-12%	-3%	0%	2%	-5%	0%	-19
- CCN(CC)S(=O)(=O)c1ccc(OCCNS(C)(=O)=O)cc1
    -1%	0%	-1%	3%	0%	-8%	-5%	-5%	0%	-1%	22
- C(=C\c1ccccn1)/c1ccncc1
    -24%	9%	16%	20%	1%	23%	23%	6%	43%	?	6
- CCOC(=O)c1cnc2c(C)cc(Cl)cc2c1N1CCN(C)CC1
    /	2%	2%	-12%	-25%	0%	-4%	-8%	-15%	0%	9
- Cc1ccc(C(=O)Nc2cccc(-c3cnc4ccccc4n3)c2)cc1
    -5%	2%	4%	2%	?	1%	1%	-1%	74%	?	2
- O=C1CSC2(C(=O)N3CCCc4cccc2c43)N1c1cccc(C(F)(F)F)c1 (centres undefined)
    6%	-8%	11%	2%	-3%	-2%	-1%	14%	-22%	1%	-8
- O=S(=O)(NCc1ccccn1)c1ccc(F)cc1
    -2%	-4%	9%	3%	9%	0%	18%	-20%	6%	-3%	3
- Cc1nn(-c2ccc(N3CCCCC3)nn2)c(C)c1CCC(=O)Nc1ccc(F)cc1
    /	6%	-3%	25%	/	?	?	-4%	94%	13µM*	1
- CC(=O)Oc1ccc(Cl)cc1/C=C/c1ccc2ccccc2n1
    -5%	23%	-7%	/	34%[activator]	?	3.2µM*	9%	-61%	5.4µM*	-1
- O=C1N(c2cccc3ccccc23)C(c2ccccc2)N2CCCN12 (centres undefined)
    -3%	-2%	-13%	0%	-10%	-3%	1%	-13%	-18%	-4%	6
- O=C(NCCc1ccccc1)C1CCN(S(=O)(=O)c2ccc(-c3nn[nH]n3)cc2)CC1
    -3%	1%	-4%	-5%	-1%	2%	1%	13%	-7%	1%[2.3 µM]	6
- CCOCCn1c(CN2CCCCC2)nc2c1c(=O)n(C)c(=O)n2C
    ?	-3%	-3%	11%	7%	0%	-4%	-16%	-8%	1%	0
- Cc1cc(C(=O)COC(=O)c2ccc(N)c([N+](=O)[O-])c2)c(C)n1-c1ccc2c(c1)OCO2
    0%	?	?	-2%	32%[activator]	-23%	-13%	?	-28%	-1%	4
- Oc1ccc2c(c1)C1CCCC1(N1CCOCC1)O2 (centres undefined)
    6%	-9%	/	?	-1%	-1%	6%	27%[0.365 µM]	-18%	?	7
- CCC(=O)N1CCc2cc(S(=O)(=O)NCCC(=O)Nc3cc(C)cc(C)c3)ccc21
    -17%	-7%	1%	-13%	-17%	4%	5%	20%	15%	-1%	-5
- COC(=O)C1=CN(CC2CCCO2)C=C(C(=O)OC)C1c1cccc(O)c1 (centres undefined)
    -6%	2%	-2%	-1%	-1%	-4%	0%	2%	-4%	-2%	5
- CCCCn1c(=NC(=O)c2cccnc2)c(C(=O)OCC)cc2c(=O)n3ccccc3nc21
    1%	-9%	-20%	20%	1%	1%	-2%	-22%	-5%	3%	28
- C=CCN1C(=O)CSC1=Nc1ccc(O)cc1
    -5%	1%	25%	0%	-9%	1%	1%	-9%	6%	6%	-7
- CCCCOc1ccc(/C(O)=C2/C(=O)C(=O)N(CCN(C)C)C2c2ccc(O)c(OC)c2)cc1 (centres undefined)
    -10%	3%	3%	-1%	9%	-4%	0%	-8%	1%	2%	0
- Cc1cccc(CN2CCN(CC(=O)N3CCCC3)C2=O)c1
    -6%	5%	5%	2%	-12%	-2%	1%	1%	0%	0%	4
- COc1ccc(CCNC(=O)c2ccc3c(c2)OCO3)cc1
    -2%	15%	1%	21%	0%	?	23%	36%	?	?	-11
- Cc1cc(CN2CCC(n3nccc3NC(=O)c3ccccc3Cl)CC2)cc(C)c1O
    /	0%	7%	2%	/	4%	13%	1%	-27%	2%	-5
- O=C(NC1(C(F)(F)F)NC(=O)N(C2CCCC2)C1=O)C1CC1 (centres undefined)
    -9%	-5%	-9%[0.365 µM]	-5%	-3%	-1%	0%	1%	-12%	2%	11
- N#Cc1c(SCC(=O)O)nc(N2CCCCC2)c2c1CCCC2
    3%	-15%	12%	0%	13%	-4%	-5%	?	-38%	1%	-1
- COc1cccc(-n2cn[nH]c2=S)c1
    -73%	-3%	-17%	-1%	-4%	-3%	1%	1%	-8%	-1%	6
- Cn1c(CNc2ccccc2)cc(=O)n(C)c1=O
    0%	4%	-9%	5%	-2%	0%	-3%	-27%	7%	3%	-3
- COCCCNC(=S)N1CCCN(c2nc3cc(C)ccc3cc2C#N)CC1
    -25%	-14%	4%	-4%	18%	0%	-2%	-32%	-18%	?	-23
- COc1ccc(S(=O)(=O)N=C2C=C(C)C(=O)C(C)=C2)cc1
    ?	-1%	-11%	1%	?	0%	-1%	-9%	-6%	-2%	19
- Cc1ccc2c(CC(=O)OCC(=O)Nc3ccc(Cl)cn3)coc2c1
    2%	-1%	1%	-2%	?	-2%	1%	26%	28%	-5%	-13
- CCn1c(=O)c(C(=O)NCCc2ccccc2)c(O)c2ccccc21
    2%	-12%	/	-10%	27%	7%	13%	-1%[0.365 µM]	-62%	-1%	19
- CCC(NC(=O)Cn1cnc2c(=O)n(C)c(=O)n(C)c21)c1ccccc1 (centres undefined)
    2%	1%	-6%	-4%	4%	2%	-1%	?	0%	0%	-5
- COc1ccc(/C=N/n2c(C)nc3ccccc3c2=O)cc1
    0%	6%	-4%	7%	3%	18%	25%	8%	30%	-12%	-30
- COc1ccc(C)cc1N(C(=O)c1cccc(F)c1)c1nc2ccccc2s1
    -3%	-2%	0%	-1%	8%	0%	4%	-16%	-26%	5%	-4
- CCc1ccc(-n2ccc(=O)c(C(=O)O)n2)cc1
    /	2%	5%	6%	8%	-5%	-4%	29%	8%	-5%	-9
- O=C(c1cc2c(ccc3ccccc32)o1)N1CCN(c2ncc(C(F)(F)F)cc2Cl)CC1
    1%	-1%	3%	0%	/	-7%	-1%	-2%	-34%	2%	12
- COc1ccc2c(=O)cc(-c3cccnc3)oc2c1OC
    -1%	3%	1%	-5%	-10%	4%	4%	-6%	2%	-7%	-14
- CCn1c(SCC(=O)NC2CCCc3ccccc32)nnc1-c1ccncc1 (centres undefined)
    -1%	-1%	-1%	-3%	-8%	0%	1%	-11%	-12%	-2%	-16

# Not all compounds are listed. The share of hits here may be higher or lower than overall.
